Screening results as filed in PubChem BioAssay.
Neddylation inh: inhibitors of cullin neddylation, primary screen, biochemical, TR-FRET, uHTS, NAE and Ubc12; calls only at 25 µM; actives 0.58% (n = 360,000); NEDD8-conjugating enzyme Ubc12 (Homo sapiens) + NEDD8-activating enzyme E1 regulatory …; AID 651699, 2012; in the data active = inhibition above about 36%
Target sequence (P61081 whole entry, looked up): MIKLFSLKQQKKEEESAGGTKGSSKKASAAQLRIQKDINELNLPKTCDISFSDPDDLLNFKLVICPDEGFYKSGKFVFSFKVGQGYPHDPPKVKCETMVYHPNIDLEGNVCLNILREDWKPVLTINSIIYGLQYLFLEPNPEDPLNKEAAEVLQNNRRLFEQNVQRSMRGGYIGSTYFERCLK
Target sequence (Q13564 whole entry, looked up): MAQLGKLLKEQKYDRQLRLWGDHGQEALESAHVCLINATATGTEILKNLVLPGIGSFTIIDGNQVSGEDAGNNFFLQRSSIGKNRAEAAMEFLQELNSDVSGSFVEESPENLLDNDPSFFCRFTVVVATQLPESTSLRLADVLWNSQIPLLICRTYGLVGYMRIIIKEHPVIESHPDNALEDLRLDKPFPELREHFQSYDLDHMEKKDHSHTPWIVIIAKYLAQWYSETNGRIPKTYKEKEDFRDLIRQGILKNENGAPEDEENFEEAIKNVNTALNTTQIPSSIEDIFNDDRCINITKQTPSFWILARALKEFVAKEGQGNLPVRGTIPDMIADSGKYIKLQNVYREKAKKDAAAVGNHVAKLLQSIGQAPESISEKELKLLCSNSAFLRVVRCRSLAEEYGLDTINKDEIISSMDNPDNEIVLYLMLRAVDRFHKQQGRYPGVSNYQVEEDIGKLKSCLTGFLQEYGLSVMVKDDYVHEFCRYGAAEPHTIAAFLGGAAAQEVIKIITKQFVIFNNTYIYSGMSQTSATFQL
NadD inh: inhibitors of S. aureus NadD, primary screen, biochemical, colorimetric, uHTS | inhibition, % at 20 µM | AID 602399, 2012 | purified NadD enzyme, colorimetric absorbance read-out | actives 0.78% (n = 360,000) | Nicotinate-nucleotide adenylyltransferase NadD (Staphylococcus aureus N315); in the data active = inhibition above about 26%; note: some compounds past the cut are filed as inactive
SUMO1-SIM PPI: modulators of SUMO1 protein-protein interactions, primary screen, biochemical, uHTS | Small ubiquitin-related modifier 1 (Homo sapiens), P63165 | actives 0.33% (n = 360,000) | SUMO1 binding to a labelled peptide, TR-FRET, 1 h | inhibition, % at 20 µM; in the data active = inhibition above about 37%
Target sequence (P63165 whole entry, looked up): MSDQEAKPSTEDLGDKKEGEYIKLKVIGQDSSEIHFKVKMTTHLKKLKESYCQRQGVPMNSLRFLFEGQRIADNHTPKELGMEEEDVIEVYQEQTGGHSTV
Scp1 inh: Scp-1 phosphatase inhibitors, primary screen, biochemical, colorimetric, uHTS; Recombinant Scp1, phosphopeptide, malachite green phosphate absorbance; inhibition, % at 20 µM; actives 0.88% (n = 340,000);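 active = inhibition above about 50% at 20 µM, limit read from the data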;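 note: plate controls were DMSO wells with enzyme for no effect and wells lacking enzyme for full effect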
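Test system: SCP-1 catalytic domain; Buffer or medium: Acidic Tris acetate buffer with magnesium and detergent; Also added: Phosphorylated 17-residue peptide substrate; Compound: single 20 µM dose, 1% DMSO; Schedule: enzyme reaction 45 min at room temperature, colour 5 min, stabilisation 30 min; Signal: Phosphate-binding colour reagent, absorbance read at 630 nm.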
DNMT1 block: human DNMT1 methyltransferase inhibitors, primary screen, biochemical, molecular beacon, fluorescence, HinP1I cleavage, uHTS; inhibition (reported as % activation of signal), % at 10 µM; DNA (cytosine-5)-methyltransferase 1 (Homo sapiens), P26358; actives 0.83% (n = 360,000); AID 588458, 2011; in the data active = inhibition above about 50%
STEP block: STEP phosphatase inhibitors, primary screen, biochemical, fluorescence intensity, uHTS | actives 0.25% (n = 360,000) | inhibition, % at 20 µM | AID 588621, 2011 | Tyrosine-protein phosphatase non-receptor type 5 (Homo sapiens), P54829 | recombinant STEP, OMFP fluorogenic substrate;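 active = inhibition at 20 µM, scaled per plate between control wells, above about 37%, limit read from the data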;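 note: 0% = DMSO with enzyme and substrate and 100% = substrate only without enzyme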
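Assay system: isolated STEP enzyme / Timing: 20 min at room temperature, dark / Doses: 20 µM, 1% DMSO / Technique: fluorescence intensity, excitation 480 nm, emission 540 nm / Reagent: fluorogenic phosphatase substrate OMFP at 25 µM final / Measure: percent inhibition scaled to no-enzyme and uninhibited-enzyme controls, plate-pattern corrected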
Rpn11 block: Rpn11 (PSMD14) deubiquitinase inhibitors, primary screen, biochemical, fluorescence polarization, uHTS | human 26S proteasome, Ub4-pepOG fluorescence polarization; 20S core pre-blocked with epoxomicin | calls only at 20 µM | actives 0.59% (n = 360,000) | AID 588493, 2011;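 active = inhibition at 20 µM, scaled to each plate's controls, above about 33%, limit read from the data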
Rin1-Abl PPI inh: inhibitors of Rin1-Abl protein binding, primary screen, biochemical, TR-FRET. Tyrosine-protein kinase ABL1 (Homo sapiens) + Ras and Rab interactor 1 (Homo sapiens), …. inhibition, % at 7.35 µM. actives 0.4% (n = 360,000); in the data active = inhibition above about 5%, passing the limit was not always enough
CSN deneddyl inh: inhibitors of CSN-mediated cullin deneddylation, primary screen, biochemical, fluorescence polarization, uHTS; COP9 signalosome complex subunit 5 (Homo sapiens), Q92905; Purified CSN, SCF-Nedd8-OG deneddylation; inhibition, % at 12.5 µM; actives 0.38% (n = 360,000);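 active = pattern-corrected inhibition above about 35%, with an unprinted fluorescence ratio check between 0.5 and 1.5, limit read from the data, passing the limit was not always enough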;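 note: 0% = enzyme with substrate and 100% = substrate without enzyme; some results filed as inactive read as strong as hits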
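Schedule: reaction 90 min, room temperature / Assay system: HEK293T-derived human Csn5 enzyme / Input: Csn5 at 0.24 nM final / Measure: inhibition of Csn5 cleavage, % / Control set: substrate-only high control, full reaction low control / Technique: fluorescence polarization of the substrate / Buffer or medium: Tris/NaCl/DTT buffer, pH 7.5 / Reagent: SCFSkp2-Nedd8OG substrate at 10 nM final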
LMPTP inh: LMPTP phosphatase inhibitors, primary screen, biochemical, fluorescence intensity, uHTS; Low molecular weight phosphotyrosine protein phosphatase (Homo sapiens), P24666; recombinant LMPTP-A, OMFP fluorogenic substrate; inhibition, % at 20 µM; actives 0.22% (n = 360,000);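 active = compounds that cut the enzyme signal by at least half of the control window in the single-dose screen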;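 note: plate controls were DMSO wells with enzyme plus substrate for no effect and substrate without enzyme for full effect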
Target sequence (P24666 whole entry, looked up): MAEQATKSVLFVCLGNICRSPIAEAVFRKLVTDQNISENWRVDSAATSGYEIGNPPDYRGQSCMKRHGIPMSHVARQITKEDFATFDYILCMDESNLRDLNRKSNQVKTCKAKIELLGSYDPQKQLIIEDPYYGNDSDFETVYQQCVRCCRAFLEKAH
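Assay system: LMPTP-A enzyme. Input: 0.625 nM LMPTP-A final. Probe or stimulus: 400 µM OMFP. Compound dosing: single 20 µM dose. Schedule: 50 min dark incubation at room temperature. Detection: fluorescence intensity of OMFP turnover product. Read-out: percent inhibition versus substrate-only and uninhibited controls. Benchmarks: no-enzyme low control, uninhibited high control.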
Active calls of the source: *; i = inactive; . = not tested or not shown; + = active, no number.

SMILES	Neddylation inh	NadD inh	SUMO1-SIM PPI	Scp1 inh	DNMT1 block	STEP block	Rpn11 block	Rin1-Abl PPI inh	CSN deneddyl inh	LMPTP inh
O=C(NNc1nc(-c2ccccc2)cs1)c1ccco1	i	-1	-4	-7	-6	-3	i	2	-6	1.3
Cc1nn(C)cc1C1C(C#N)=C(N)N(c2ccc(F)c([N+](=O)[O-])c2)C2=C1C(=O)CCC2 (centres undefined)	i	5	-15	3	-3	-2	i	-4	-7	0.3
COc1ccc2nc(/C=N/NC(=O)[C@H](CCSC)NC(=O)OC(C)(C)C)ccc2c1	.	-6	-1	-8	0	0	i	-2	-2	0.2
COc1cc(N)c2ncccc2c1OC	i	1	-8	-7	-7	0	i	2	5	0.4
O=C(NCC(c1ccco1)N1CCCC1)c1ccccc1Sc1ccc(C(F)(F)F)cc1[N+](=O)[O-] (centres undefined)	i	-1	-21	-2	-5	0	i	2	-1	0.7
CC(C)CCNC(=O)c1ccc2c(c1)ncn2C1CCCCC1	i	1	1	-5	2	0	i	-2	-2	-1.7
COc1ccc(-c2nnc3ccc(SCC(=O)Nc4cc(C)on4)nn23)cc1OC	i	-1	2	-1	-2	-1	i	-4	2	-1.6
CCC1(C(=O)c2ccccc2)C2c3cc(Br)ccc3OC(=O)C21C(=O)N1CCOCC1 (centres undefined)	i	-4	-2	-5	-2	-1	i	0	0	0.7
O=C(NCc1ccco1)/C(=C/c1cccc([N+](=O)[O-])c1)NC(=O)c1ccco1	i	-13	-16	-2	-1	-5	i	1	3	-1.5
CC1CCC(C(=O)NC(C(=O)NCCCN2CCOCC2)C(C)C)CC1 (centres undefined)	i	1	4	-5	2	0	i	5	-1	0.9

The list goes on.
SMILES	Neddylation inh	NadD inh	SUMO1-SIM PPI	Scp1 inh	DNMT1 block	STEP block	Rpn11 block	Rin1-Abl PPI inh	CSN deneddyl inh	LMPTP inh
Oc1cc(O)c2c(c1)O[C@H](c1ccc(O)c(O)c1)[C@@H](O)C2	i	0	9	-11	12	-2	i	10	2	-0.1
O=C(CCSCc1cccc(Cl)c1)NC1CCCC1	i	1	-1	5	-2	0	i	-3	-5	-1.4
O=C(CCc1nc2ccccc2s1)c1ccccc1	i	-3	2	-4	4	-3	i	1	0	-0.6
COC(=O)CSc1nnc(CNC(=O)c2ccccc2F)n1-c1ccccc1	i	-8	4	-7	1	4	i	0	-3	-0.8
O=C(NCc1ccccc1)c1c(F)c(F)c(F)c(F)c1F	i	-2	5	0	0	4	i	-3	4	-0.8
CCOc1ccc(C(=O)n2cc(C(=O)OC)c3ccccc32)cc1OCC	i	-1	4	-10	-1	1	i	5	3	1.5
CCN(CC)S(=O)(=O)c1ccc(C(=O)NNC(=O)c2cccs2)cc1	i	-1	3	-10	-1	0	i	1	1	-1.5
CCOC(=O)C1CCCN(CC(O)COC(c2ccccc2)c2ccccc2)C1 (centres undefined)	i	-10	0	-3	-2	-2	i	4	0	-0.3
COCCn1nnnc1C(CC(C)C)N1CCN(C(=O)c2ccco2)CC1 (centres undefined)	i	-1	-4	-9	1	1	i	-4	2	-1.9
Cc1ccc(N(C(=O)CNC(=O)c2ccco2)C(C(=O)NC2CCCC2)c2cccnc2)c(C)c1 (centres undefined)	i	-3	0	-3	-2	-4	i	2	1	-1.9

Next results
SMILES	Neddylation inh	NadD inh	SUMO1-SIM PPI	Scp1 inh	DNMT1 block	STEP block	Rpn11 block	Rin1-Abl PPI inh	CSN deneddyl inh	LMPTP inh
CCCCCCNC(=O)O[C@H]1C[C@H](C(=O)OC)[C@H](C(=O)OC)C2CN(S(=O)(=O)c3ccc(C)cc3)C[C@@]21O (some centres undefined)	i	0	3	.	0	-1	i	1	1	1.7
CC(=O)c1cc2c(cc1NC(=O)CSc1ncccn1)OCO2	i	-35	-18	.	5	-2	i	-4	-2	1.1
COC(=O)CSC1=C(C#N)C(c2ccccc2F)CC(=O)N1 (centres undefined)	i	3	-4	-10	4	1	i	-1	-1	-2.4
O=C(CCn1c(=O)sc2ccccc21)Nc1nccs1	i	-1	3	1	2	-2	i	2	0	-1.2
Cc1oc(-c2cccs2)cc1C(=O)N1CCCC(C)(C(=O)O)C1 (centres undefined)	i	4	-3	.	1	2	i	-4	-1	0.3
COc1ccc(-n2nc3c(c2NC(=O)c2cc4ccccc4o2)CS(=O)(=O)C3)cc1	i	-1	2	-5	1	-1	i	0	-1	0.4
Cc1ccccc1C(=O)N1CCN(c2ncnc3c2cnn3-c2ccccc2)CC1	i	-3	0	-5	36	0	i	-1	-3	1.2
CC(=O)Nc1cccc(Nc2ccc(C#N)cc2)c1	.	-2	4	.	3	0	i	1	-5	0.7
Cc1cc(C)cc(Cn2cc(CN3CC(N4CCN(C)CC4)CS3(=O)=O)nn2)c1 (centres undefined)	i	-3	-5	.	.	.	.	.	-2	-6.2
CC(Nc1c[nH]c(=O)[nH]c1=O)c1ccccc1 (centres undefined)	i	-2	4	0	-6	-1	i	2	4	-1.4

A draw from above in order of SMILES length, low to high:
SMILES	Neddylation inh	NadD inh	SUMO1-SIM PPI	Scp1 inh	DNMT1 block	STEP block	Rpn11 block	Rin1-Abl PPI inh	CSN deneddyl inh	LMPTP inh
O=C(NNc1nc(-c2ccccc2)cs1)c1ccco1	i	-1	-4	-7	-6	-3	i	2	-6	1.3
COC(=O)CSC1=C(C#N)C(c2ccccc2F)CC(=O)N1 (centres undefined)	i	3	-4	-10	4	1	i	-1	-1	-2.4
COCCn1nnnc1C(CC(C)C)N1CCN(C(=O)c2ccco2)CC1 (centres undefined)	i	-1	-4	-9	1	1	i	-4	2	-1.9
CCOc1ccc(C(=O)n2cc(C(=O)OC)c3ccccc32)cc1OCC	i	-1	4	-10	-1	1	i	5	3	1.5
Cc1ccc(N(C(=O)CNC(=O)c2ccco2)C(C(=O)NC2CCCC2)c2cccnc2)c(C)c1 (centres undefined)	i	-3	0	-3	-2	-4	i	2	1	-1.9

Further entries
SMILES	Neddylation inh	NadD inh	SUMO1-SIM PPI	Scp1 inh	DNMT1 block	STEP block	Rpn11 block	Rin1-Abl PPI inh	CSN deneddyl inh	LMPTP inh
CC(C)(C)c1ccc(OCC(=O)NCCN2CCOCC2)cc1	i	5	2	-4	1	2	i	-1	-5	-4.6
COc1ccc(CCN2C(=O)CN(Cc3ccccc3)CC2=O)cc1OC	i	-10	2	-10	-1	-1	i	0	4	-1.6
CC(C)C[C@@H](CSc1ccc(Br)cc1)N1CCN(C)CCC1=O	i	-8	2	-2	1	0	i	0	0	-1.9
CC1(C)C2CC=C(/C=N/NC(=S)Nc3cccnc3)C1C2 (centres undefined)	i	2	-2	-11	-3	0	i	-1	-2	-1.6
COc1ccc(CNC(=O)C2CCN(S(=O)(=O)N3CCCCC3)CC2)c(OC)c1	i	-5	4	-5	1	-2	i	3	3	-0.5
Cc1c(N=Nc2ccc(N(C)C)cc2)c(=O)n(-c2ccccc2)n1C	i	0	-47	-2	-3	-2	+	-12	19	2.3
C[C@@H]1CCCCO[C@H](CN(C)S(=O)(=O)c2ccc(F)cc2)[C@@H](C)CN([C@H](C)CO)C(=O)c2cc(NC(=O)Nc3ccc(C(F)(F)F)cc3)ccc2O1	i	35*	7	.	-14	1	i	0	2	0.7
CCC(=O)N(Cc1cc2ccccc2[nH]c1=O)c1ccc(OC)cc1	i	-6	0	-4	-1	-5	i	-1	-1	-0.3
COC(=O)c1ccccc1NC(=S)NC(=O)COc1ccc(C)cc1	i	-7	1	-7	-3	-1	i	3	-8	-1.0
Cc1nn(CCCC(=O)Nc2ccccn2)c(C)c1[N+](=O)[O-]	i	-3	1	-3	1	-1	i	-4	-8	-0.2

(continued)
SMILES	Neddylation inh	NadD inh	SUMO1-SIM PPI	Scp1 inh	DNMT1 block	STEP block	Rpn11 block	Rin1-Abl PPI inh	CSN deneddyl inh	LMPTP inh
COc1cc(C(=O)N/N=C/c2ccc(OC(=O)c3ccccc3Cl)cc2)ccc1O	i	6	2	4	-2	1	i	-2	0	0.4
O=C(Nc1cc(S(=O)(=O)N2CCCCCC2)ccc1OCC(F)(F)F)c1cnccn1	i	-8	0	-2	1	2	i	1	-3	-0.6
Cc1ccc(S(=O)(=O)CCC(=O)OCc2cc(=O)oc3cc(C)ccc23)cc1	i	0	-2	-2	-5	1	i	-3	-3	-0.5
O=C(NCC(O)COc1ccc([N+](=O)[O-])cc1)Nc1ccccc1 (centres undefined)	i	-9	-27	-14	3	2	i	-2	1	-1.0
CNC(=O)C1CCN(S(=O)(=O)c2c(C)noc2/C=C/c2ccc(OC)cc2)CC1	i	-5	-24	-9	3	-3	i	-2	2	-1.1
CC(NC(=O)C(Cc1ccccc1)=NO)c1ccccc1 (centres undefined)	i	-3	-1	-10	-5	1	i	0	1	-0.3
CN(Cc1ccccc1)C(=O)CN1C(=O)c2ccc([N+](=O)[O-])cc2C1=O	i	-4	-39	-8	0	0	i	-1	-3	0.0
O=c1[nH][nH]c(C(F)(F)F)c1C=NCc1cccc(Cl)c1	i	1	0	-7	2	-15	i	-1	3	-6.4
COc1ccccc1CCC(=O)Nc1cc(S(=O)(=O)N2CCCCC2)ccc1N1CCN(C)CC1	i	2	3	5	0	-2	i	-3	21	-0.7
